GRIN3A LBD mod – binders of NR3A ligand-binding domain, primary screen, biophysical, differential scanning fluorimetry, uHTS. AID 1259313, 2017. NR3A LBD differential scanning fluorimetry, Tm shift; 0% = protein alone, 100% = glycine-bound protein. Tm shift relative to glycine control, % at 25 µM. actives 2.5% (n = 340,000);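 active means melting temperature shift of at least 10% of the positive control shift, at one fixed dose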
Active calls of the source: *. These rows are one share of the data; the hit share may differ from the screen's.

SMILES	GRIN3A LBD mod
COCCC(=O)N1CCCC(C(=O)c2ccccc2SC)C1 (stereo not drawn)	1
Nc1cc2c(cc1Br)-c1ccc(F)cc1C2=O	-2
Cc1cc(-c2csc(NCc3ccccc3)n2)c(C)n1C	-1
CC(=O)N/C(=C\c1ccccc1)C(=O)OCc1cccc(S(=O)(=O)N(C)C)c1	1
Cc1ccc2c(c1C)C(=O)C(=O)N2	0
CC(C)(O)c1[nH]c2cc(F)ccc2c1C(C)(C)O	-13
Clc1ccc(C[n+]2csc3ccccc32)cc1	1
O=C(NC1CC1)c1ccc(NC(=O)C2CCCC2)cc1	2
CCOc1ccc(C2=Nn3c(nnc3-c3ccccc3OC)SC2)cc1	-1
CCOC(CNCc1cc(C)c2[nH]c3ccccc3c2c1C)OCC	0
O=S(=O)(c1ccc(Cl)cc1)N1CCN(c2nc(-c3cccs3)nc3ccccc23)CC1	-2
CC1CN(C2CCCCC2)C(=S)N(c2ccccc2)C1=O (stereo not drawn)	1
CC(=O)c1cccc(OC(=O)c2ccccc2)c1	1
O=[N+]([O-])c1ccc2c(c1)N([O-])C1(CCCCC1)[N+]2=O	-2
c1ccc(C2OCCN2c2ccccc2)cc1 (stereo not drawn)	2
CCCNc1ncnc2[nH]ncc12	0
Cc1nc(CSc2nsc(/C=C/N(C)C)c2C#N)cs1	-4
COc1ccccc1NS(=O)(=O)c1cc(C(=O)NC2CCN(Cc3ccccc3)CC2)ccc1C	0
CC(C)(C)OC(=O)N(CCc1ccccc1)Cc1ccccc1OCc1cccc(NC(=O)C2CCC2)c1	-8
Cc1ccc(SCC(=O)N2CCN(c3ccc(F)cc3)CC2)cc1	-2
COc1cccc(C(=O)N2CCN(C3CCC(c4ccccc4)CC3)CC2)c1 (stereo not drawn)	7
O=C(COC(=O)c1ccc(NS(=O)(=O)c2cccs2)cc1)Nc1nc2c(F)c(F)c(F)cc2s1	10
O=C(O)/C(=C/c1ccc(Cl)c([N+](=O)[O-])c1)c1ccc(S(=O)(=O)N2CCCCC2)s1	-15
O=C1O[C@H](CO)[C@@H](O)[C@H](O)[C@H]1O	-1
CC(=O)N(Cc1ccc(F)cc1)C1=C(NCc2ccccc2)C(=O)c2ccccc2C1=O	-5
SMILES	GRIN3A LBD mod
CCOC(=O)COc1ccc2c(c1)c(C(C)=O)c(C)n2-c1ccccc1	-2
CCN(CC(=O)NCc1cccs1)C(=O)c1cccc(S(=O)(=O)Nc2ccc(F)cc2)c1	0
CC1CCN(S(=O)(=O)c2ccc3nc(-c4ccccn4)cc(C(=O)NCCN(C)Cc4ccccc4)c3c2)CC1	0
COc1ccc(NS(=O)(=O)c2cccc(C(=O)NCC(c3ccc(OC)cc3)N3CCCCC3)c2)cc1 (stereo not drawn)	1
O=C(O)C1CC2C3CC(C(=O)O)C(C3)C2C1 (stereo not drawn)	1
O=C(C(=O)c1cc(Br)ccc1O)c1cc(Br)ccc1O	20*
Cc1c(Cl)cnc(NC(=O)COC(=O)CCC(=O)c2cccs2)c1Cl	-2
Cn1c(=O)c2[nH]c(C=Cc3ccc4c(c3)OCO4)nc2n(C)c1=O	-3
CC1CC(=Cc2ccc([N+](=O)[O-])cc2)C(=O)O1 (stereo not drawn)	1
Cc1ccc(C(=O)n2nc(-n3cccc3)c3c(C)cc(C)nc32)cc1	-2
CC(=O)c1ccc2c(c1)C1C=CCC1C(c1ccc(S(=O)(=O)N3CCOCC3)cc1)N2 (stereo not drawn)	-1
COc1ccccc1NC(=O)N(O)C1(C#N)CCCCC1	5
COc1ccc(CCn2c(C)cc3c(c2=O)C(c2ccncc2)C(C#N)=C(N)O3)cc1OC (stereo not drawn)	-1
C[C@H](O)[C@@H]1C(=O)N2CCc3ccc(-c4cccc(F)c4)cc3[C@@H]2C[C@@H]1N(C)S(=O)(=O)c1ccccc1	-4
CC(=O)Nc1ccc2c(c1)-c1ccc(F)cc1C2=O	0
CN(C)C(CNC(=O)c1cccc(S(=O)(=O)N2CCN(c3ccccc3)CC2)c1)c1ccccc1 (stereo not drawn)	-1
Oc1ccccc1-c1n[nH]c(-c2ccccc2O)n1	23*
O=C1[C@H](Cc2ccccc2)NCC=CC[C@H](c2ccc(Cl)cc2)N1Cc1ccccc1	1
CC(C)C[C@H]1CNC(=S)N1CC1CCCN1C[C@H](CC(C)C)N1C[C@H](Cc2ccc(O)cc2)N(CC2CCCCCC2)C1=S (stereo partly drawn)	9
CN(C(=O)c1ccc(NC(=O)Cc2ccc(NC(=O)C3CCCN(C(=O)C4CCCCC4)C3)cc2)cc1)C1CCCC1 (stereo not drawn)	1
CCOc1ccc(Oc2cc(NC(=O)c3ccco3)cc([N+](=O)[O-])c2)cc1	9
O=C(Nc1ccccn1)c1ccccc1	-2
Cc1ccc(/C=C/C(=O)Nc2ccc(Oc3ccccc3)cc2)o1	1
CCOc1cc2ccccc2cc1C(=O)Nc1ccccn1	-1
Cc1cc(C)c2c(=O)[nH][nH]c2n1	3

A few values from above.
COc1ccc(NS(=O)(=O)c2cccc(C(=O)NCC(c3ccc(OC)cc3)N3CCCCC3)c2)cc1 (stereo not drawn) | GRIN3A LBD mod: 1
CC(=O)Nc1ccc2c(c1)-c1ccc(F)cc1C2=O | GRIN3A LBD mod: 0
Cc1ccc(/C=C/C(=O)Nc2ccc(Oc3ccccc3)cc2)o1 | GRIN3A LBD mod: 1
CN(C)C(CNC(=O)c1cccc(S(=O)(=O)N2CCN(c3ccccc3)CC2)c1)c1ccccc1 (stereo not drawn) | GRIN3A LBD mod: -1
COc1ccc(CCn2c(C)cc3c(c2=O)C(c2ccncc2)C(C#N)=C(N)O3)cc1OC (stereo not drawn) | GRIN3A LBD mod: -1
CCN(CC(=O)NCc1cccs1)C(=O)c1cccc(S(=O)(=O)Nc2ccc(F)cc2)c1 | GRIN3A LBD mod: 0
Cc1cc(C)c2c(=O)[nH][nH]c2n1 | GRIN3A LBD mod: 3

Grouped by structure, those above containing bromine
SMILES	GRIN3A LBD mod
Nc1cc2c(cc1Br)-c1ccc(F)cc1C2=O	-2
O=C(C(=O)c1cc(Br)ccc1O)c1cc(Br)ccc1O	20*

Additional records:
SMILES	GRIN3A LBD mod
CC1C(=O)C(C)C(c2cc(Br)ccc2O)NC1c1cc(Br)ccc1O (stereo not drawn)	32*
O=C1C=CC(=O)N1Cc1ccncc1	0
CCC1(CC(C)C)SC(N)=NC1=O (stereo not drawn)	0
O=C(/C=C/c1ccco1)NC(=S)Nc1cc(-c2nc3ccccc3s2)ccc1Cl	18*
CCCc1nc(SCC(=O)c2ccc3c(c2)NC(=O)CO3)[nH]c(=O)c1CC	1
CC(=O)Nc1cc(C)ns1	-4
O=C(O)c1cccc(N/N=C/C2=C(Cl)c3cc(Cl)ccc3SC2)c1	-15
O=[N+]([O-])c1ccc(O)c(CNCc2ccccc2)c1	1
COc1ccc(NC2=Nc3ccccc3N[C@@]23C[C@H]2CCCC(=O)N4CC[C@@H](C3)[C@@H]24)cc1	-3
O=C(NN1CCCCCC1)c1ccccc1F	0
NC(=O)C1(Nc2ccc(-c3ccc(Cl)cc3)cc2)CCCC1	-16
Cn1c(=O)c2c(nc(Oc3ccccc3Cl)n2C)n(C)c1=O	0
CCOc1ccc(NC(=O)COc2ccc(N3CC(C(N)=O)CC3=O)cc2)cc1 (stereo not drawn)	-3
O=C(O)c1cccc2c1Oc1ccccc1S2(=O)=O	-1
O=C(OCCN1CCCC1)C1(c2ccccc2)CCCC1	-4
NS(=O)(=O)c1ccc(N2N=C(c3ccccc3)CC2c2cccc(F)c2)cc1 (stereo not drawn)	-3
Clc1ccc2c(N/N=C/c3ccc(Br)cc3)ccnc2c1	33*
O=C(Nc1ccc2oc(=O)c(C(=O)O)cc2c1)Oc1ccccc1	-1
CC1CCCN(CC(O)CN2CCN(CC(O)CN3CCCC(C)C3)C(C)C2)C1 (stereo not drawn)	0
Cc1cccc(-n2nc3c(c2NC(=O)c2ccc(S(=O)(=O)N4CCOCC4)cc2)CSC3)c1C	-1
O=C1c2ccccc2S(=O)(=O)N1CCCN1C(=O)c2ccccc2S1(=O)=O	2
CCOC(=O)c1c(CS(=O)(=O)c2ccccc2)n(C)c2cc(Br)c(O)c(CN(C)C)c12	1
CC1C/C(=C\c2cccnc2)C(=O)/C(=C/c2cccnc2)C1 (stereo not drawn)	-7
CCc1ccccc1NC(=O)CN1CCN(CC(=O)Nc2ccc3c(c2)OC2(CCCCC2)O3)CC1	0
Cc1ccc(C(C)NC(=O)CSc2ccc(S(=O)(=O)N3CCOCC3)cn2)cc1C (stereo not drawn)	2
SMILES	GRIN3A LBD mod
Nc1nc(-c2ccccc2)c(CCCOc2ccc([N+](=O)[O-])cc2)c(=O)[nH]1	5
Cc1ccc(C)c(S(=O)(=O)Nc2ccc(S(=O)(=O)Nc3onc(C)c3C)cc2)c1	1
Cc1c(N=C2C=CC(=O)c3ccccc32)c(=O)n(-c2ccccc2)n1C	0
COc1cc(Nc2nc3c(N)cc(C(F)(F)F)cc3nc2-c2ccccc2)cc(OC)c1OC	0
CCN1CCN(c2ccc(S(=O)(=O)N3CCCCC3)cc2NC(=O)c2ccc(C)c(C)c2)CC1	1
CCCn1c(=NC(=O)c2ccncc2)c(C#N)cc2c(=O)n3cccc(C)c3nc21	1
O=C1Nc2c(Cl)cc(Cl)cc2C1=O	-12
Cc1ccc(-n2cnc3c(=O)[nH]cnc32)cc1[N+](=O)[O-]	-1
CC(C)C[C@@H](CN)NC(=O)c1nc[nH]c1C(=O)N[C@@H](Cc1c[nH]c2ccccc12)C(=O)CNC[C@H](C)NC(=O)c1nc[nH]c1C(=O)N[C@@H](CC(=O)O)C(=O)O	3
CN(C(=O)c1cccc(NC(=O)Cc2ccc(NC(=O)C3CCN(C(=O)C4CCCC4)CC3)cc2)c1)C1CC1	-3
CC(=O)Nc1ccc2c(c1)C(=O)c1cccc(C(=O)O)c1-2	14*
O=S(=O)(NCCc1c[nH]c2ccccc12)c1ccc(F)cc1	0
COc1ccc(C(=O)/C=C2\C(=O)Nc3ccc(Br)cc32)cc1	-6
CN(C)c1cc(N/N=C/c2ccc(Cl)cc2)nc(N(C)C)n1	4
O=C([O-])c1cc(-c2ccccc2)cc(-c2ccccc2)[n+]1CCc1ccc(Cl)cc1	-4
COc1ccc(-c2cnnc(N/N=C/c3c(C)nn(-c4ccccc4)c3Cl)n2)cc1	-6
COc1ccc(C(=O)c2ccccc2CN2C(=O)c3ccccc3C2=O)cc1	-2
CCN1C[C@@H]2[C@@H]3C(=O)N(C)C(=O)[C@@H]3[C@](Cc3ccccc3)(C1=O)N2C(=O)c1ccc(Cl)cc1	4
Cc1ccc(NC(=O)c2ncn(CCCN3CCN(c4ccccn4)CC3)n2)cc1C	1
CCCCOC(=O)C1=C(C)NC(=O)NC1c1ccc2c(c1)OCO2 (stereo not drawn)	-2
O=C(NCc1ccncc1)c1ccc(OCc2ccccc2)cc1	-2
CCC1(CC)SCCNC1=O	0
Cc1cc2c(cc1C)NC1(C[C@H]3CCC(=O)N4CC[C@@H](C1)[C@@H]34)C(=NC(C)(C)CC(C)(C)C)N2 (stereo partly drawn)	-6
NC(=O)c1ccc(OCc2ccccc2)nc1	-1
Cc1nc2ccc(NC(=O)COc3ccccc3)cc2s1	-25

Among those listed so far, 7 have a nitro group on carbon.
SMILES	GRIN3A LBD mod
O=[N+]([O-])c1ccc2c(c1)N([O-])C1(CCCCC1)[N+]2=O	-2
O=C(O)/C(=C/c1ccc(Cl)c([N+](=O)[O-])c1)c1ccc(S(=O)(=O)N2CCCCC2)s1	-15
CC1CC(=Cc2ccc([N+](=O)[O-])cc2)C(=O)O1 (stereo not drawn)	1
CCOc1ccc(Oc2cc(NC(=O)c3ccco3)cc([N+](=O)[O-])c2)cc1	9
O=[N+]([O-])c1ccc(O)c(CNCc2ccccc2)c1	1
Nc1nc(-c2ccccc2)c(CCCOc2ccc([N+](=O)[O-])cc2)c(=O)[nH]1	5
Cc1ccc(-n2cnc3c(=O)[nH]cnc32)cc1[N+](=O)[O-]	-1

New compounds follow
SMILES	GRIN3A LBD mod
O=C(Cc1ccccc1[N+](=O)[O-])c1ccc2c(c1)OCO2	0
CCOc1ccc(NS(=O)(=O)c2ccc(C(=O)N(C)CC(=O)Nc3cccc(OC)c3)cc2)cc1	-5
NNC(=O)CC1=NNC(=O)C1	0
COc1ccc(CCNS(=O)(=O)c2cccc(S(=O)(=O)N3CCCC3)c2)cc1OC	14*
Cn1c(=O)c2c(n(Cc3ccccc3)c1=O)NC(=O)C2CC(=O)N1CCc2ccccc2C1 (stereo not drawn)	2
O=C(NN=Cc1ccccc1O)C(O)(c1ccccc1)c1ccccc1	-8
COC[C@@H]1NS(=O)(=O)c2ccc(Br)cc2O[C@H]1c1ccccc1	-1
O=C1C(=Cc2ccco2)CCC1=Cc1ccco1	-1
CCOC(=O)c1c(C)[nH]c2c1-c1ccccc1C(=O)C2=O	-1
Cc1cc(Br)c2c(c1)=C(c1sc(N3CCCCCC3)nc1O)C(=O)N=2	-4
COc1ccc(S(=O)(=O)Nc2cccc(S(=O)(=O)N(C)C)c2)cc1[N+](=O)[O-]	-4
Nc1nc(-c2ccccc2Cl)cs1	7
CCN(CC)c1ccc(NC(=O)Cn2c(C(C)NC(=O)c3ccccc3)nc3ccccc32)cc1 (stereo not drawn)	-2
Cc1cccc(N=Cc2[nH]c3ccc(Br)c(Cl)c3c2O)c1	4
COc1ccc(NC(=O)c2ccc(NC(=O)CN3CCN(c4ccc(O)cc4)CC3)cc2)cc1	17*
Cc1ccc(S(=O)(=O)N2CCCCC2)cc1NC(=O)COC(=O)CN1C(=O)NC2(CC(C)CC(C)(C)C2)C1=O (stereo not drawn)	2
S=c1[nH]nc(-c2ccccn2)n1/N=C/c1ccc(-c2ccccc2Br)o1	-8
CC(=O)c1ccc(OCc2cn(CC(=O)c3ccc(O)cc3)nn2)cc1	-8
COc1ccc2c(COC(=O)c3ccc(C)c(S(=O)(=O)N4CCOCC4)c3)cc(=O)oc2c1	0
O=c1[nH]c(=O)n(C2OC(CO)C(O)C2O)cc1N1CCOCC1 (stereo not drawn)	1
O=[N+]([O-])c1cc2oc3c(c2c(C=NCc2ccncc2)c1O)CCCC3	-11
CCOC(=O)N1CCC(NC(=O)C2CCC(CNS(=O)(=O)c3ccc(OC)cc3)CC2)CC1 (stereo not drawn)	0
O=C(NCCNCC(O)COc1ccc(O)cc1)N1CCOCC1 (stereo not drawn)	3
CC1CN(C=O)CC(C)N1CCN1C(C)CN(C=O)CC1C (stereo not drawn)	0
